IMPase cell inh = IMPase inhibition in cells; 120,000 tested, under 10 active; P97697; AID 901; inhibition (IP1 accumulation), % at 46.1 µM; CHO-M1 cells, IP1 accumulation, HTRF TR-FRET ratio; active = well fitted curve in the direction sought with a large enough effect in the signal ratio, not every such curve was filed as active; inconclusive = small, poorly fitted or top-dose-only effect, or a change in a side signal; inactive = no such curve, though single readings can be large or run the other way; the % refers to the signal ratio;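 note: cells stimulated with carbachol in lithium chloride buffer; plate controls were DMSO basal wells for no effect and reference inhibitor wells for full effect; higher means more IMPase inhibition seen as more IP1 and lower FRET ratio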
Target sequence (P97697 whole entry, looked up): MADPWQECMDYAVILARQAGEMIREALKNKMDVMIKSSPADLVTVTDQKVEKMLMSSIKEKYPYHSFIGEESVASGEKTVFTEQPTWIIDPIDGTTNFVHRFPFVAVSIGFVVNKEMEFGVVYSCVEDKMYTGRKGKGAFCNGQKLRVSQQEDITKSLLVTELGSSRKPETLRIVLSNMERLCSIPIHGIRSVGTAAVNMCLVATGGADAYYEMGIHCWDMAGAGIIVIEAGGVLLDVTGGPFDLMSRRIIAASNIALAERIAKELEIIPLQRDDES
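CHO-M1 cells (CHO stably expressing M1 receptor), compound up to 46 uM final, stimulated with carbachol (50 uM as added) in buffer with 50mM LiCl, pH 7.4, 30 min at 37C. Cytosolic IP1 read by TR-FRET; AC50 from Hill fits.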
PNC inhibitor = blocks assembly of the perinucleolar compartment. PC3M PTB-GFP, PNC prevalence imaging, 16 h; stronger effect = lower value. activity change (PNC), negative = inhibition, % at 10 µM. actives 3.1% (n = 140,000). AID 2417;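 active = readout at or below -70, meaning at least 70% loss of cells showing the perinucleolar compartment, a nuclear body marking cancer cells; inconclusive = readout between -30 and a set limit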;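 note: plate controls were DMSO wells for no effect and camptothecin positive control wells for full effect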
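PC3M cells stably expressing PTB-GFP, 750–1000 cells/well, treated 16 h at 37 °C with compound (23 nl of library stock), in duplicate. After paraformaldehyde fixation and Hoechst stain, imaged at 20x; PNC prevalence scored by image analysis.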
ALOX12 inhib = blocks human 12-lipoxygenase activity. P18054. actives 0.12% (n = 150,000). AID 1452. Potency, µM (series often up to 57.1 µM), for inactives: at the highest dose activity change, negative = inhibition, hits mostly inhibitors. purified 12-hLO, xylenol orange hydroperoxide absorbance; note: potency is the fitted concentration of half-maximal effect; nearly all actives have a fitted effect of over 55% in size; many of its hits are not listed in these tables
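Xylenol orange chromogenic assay: hydroperoxide from 12hLO oxidises Fe(II), giving red-shifted Fe(III)-XO absorbance. Conditions: 150 nM enzyme, 40 uM arachidonic acid, 25 mM Hepes pH 7.0, 0.01% Triton X-100, 30 min, room temperature.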
15-hLO-2 inh = 15-hLO-2 (ALOX15B) enzyme inhibition; O15296; purified 15hLO-2, xylenol orange hydroperoxide absorbance; Potency, µM (highest dose often 57.1 µM), inactives show at the highest dose activity change, negative = inhibition, most hits filed as inhibitors; actives 0.56% (n = 110,000); AID 881; note: potency is the fitted concentration of half-maximal effect; nearly all actives have a fitted effect of over 60% in size; many of its hits are not listed in these tables
Target sequence (O15296 whole entry, looked up): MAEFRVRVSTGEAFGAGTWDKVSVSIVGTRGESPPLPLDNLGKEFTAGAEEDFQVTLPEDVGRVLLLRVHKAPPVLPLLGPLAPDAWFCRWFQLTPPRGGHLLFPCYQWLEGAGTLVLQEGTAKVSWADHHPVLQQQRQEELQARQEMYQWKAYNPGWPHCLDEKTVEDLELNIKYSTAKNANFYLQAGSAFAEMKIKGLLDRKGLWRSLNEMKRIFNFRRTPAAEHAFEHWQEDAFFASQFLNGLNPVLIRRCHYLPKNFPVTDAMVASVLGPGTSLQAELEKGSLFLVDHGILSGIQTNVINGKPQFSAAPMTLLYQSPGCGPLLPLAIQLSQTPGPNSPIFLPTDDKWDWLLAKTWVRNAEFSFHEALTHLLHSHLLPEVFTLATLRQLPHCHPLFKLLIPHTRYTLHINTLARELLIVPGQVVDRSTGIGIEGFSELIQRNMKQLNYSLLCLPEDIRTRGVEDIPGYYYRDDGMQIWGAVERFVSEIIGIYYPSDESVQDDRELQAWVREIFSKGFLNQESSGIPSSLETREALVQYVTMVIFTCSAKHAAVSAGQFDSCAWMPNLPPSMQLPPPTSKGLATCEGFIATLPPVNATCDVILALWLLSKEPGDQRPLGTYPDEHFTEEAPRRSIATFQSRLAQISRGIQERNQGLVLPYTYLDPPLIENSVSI
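Read-out: hydroperoxide product oxidises ferrous iron, measured as xylenol orange complex via the 573-to-405 nm absorbance ratio after 30 min. Reaction: 50 nM enzyme, 15 min compound preincubation, 45 uM arachidonic acid, 90 min RT, Hepes pH 7.5 with Triton X-100.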
An asterisk follows results filed as active; ? = inconclusive; . = not tested or not shown; [ ] = dose if it differs, or a comment. Unless noted, calls come from the whole dose curve; as a rule, active = well fitted curve in the direction sought with a large enough effect; inconclusive = small, poorly fitted or top-dose-only effect, or another doubt; inactive = no such curve, though single readings can be large; an effect the other way counts as inactive or inconclusive. Unless noted, % is set by controls: 0 for no effect and ±100 for the full control effect. Some of the compounds tested, so the mix of outcomes need not match the whole.

IMPase cell inh,PNC inhibitor,ALOX12 inhib,15-hLO-2 inh,mol
.,-1,-4%,.,COc1ccc(NC(=O)c2cccc(S(=O)(=O)N(C)c3ccccc3)c2)cn1
-6,?,5%,.,COc1ccc(C2C(C(C)=O)=C(O)C(=O)N2c2cccnc2)c(OC)c1 (stereo not given)
-7,33,-1%,5%,O=C(Nc1ccncc1)c1cc2ccccc2o1
1,?,-6%,1%,O=C(NCC1CCN(c2ccc(S(=O)(=O)N3CCOCC3)cc2)CC1)c1ccc(Cl)cc1
.,-30,-15%,.,Cc1onc(-c2ccccc2Cl)c1C(=O)NC(=S)NCCc1ccccc1
.,?,-6%,.,Cn1nnc2cc(C(=O)N3CCCCCC3)ccc21
1,27,10%,.,COc1cc(OC)cc(C(=O)NNC(=O)NC2CCCCC2)c1
-1,24,5%,0%,COc1cccc(CNC(=O)C2(C)Oc3ccccc3NC2=O)c1 (stereo not given)
1,17,-5%,-3%,Cc1cc2ncn(C(=O)N3CCOCC3)c2cc1C
-10,-27,-5%,3%,O=c1c(-c2ccccc2)coc2c(CN3CCOCC3)c(O)ccc12
10,0,0%,-8%,Cc1cc(-c2nnc(SCC(=O)NC3CCCC3)o2)no1
2,42,1%,1%,CO/N=C(/CS(=O)Cc1ccc(Cl)cc1)c1ccc(Cl)cc1 (stereo not given)
0,5,4%,5%,O=C1COc2ccccc2CN1
4,23,4%,0%,CC1CCc2nc(NC(=O)CCSc3ccccc3)sc2C1 (stereo not given)
1,9,0%,1%,CNC(=O)C1CCC(=O)N1Cc1ccc(C)cc1 (stereo not given)
.,-124*,-1%,.,COC(C(=O)Nc1ccc(C(C)=O)cc1)c1ccccc1 (stereo not given)
-17,34,2%,.,CCOc1ccccc1NC(=O)N1C2CCCC1CC(NC(=O)C1CC1)C2 (stereo not given)
.,15,0%,.,COc1ccc(NC(=O)c2cc3c(Cl)nc4ccccc4c3s2)c(OC)c1
.,-22,-1%,.,CCCOC(=O)c1ccc(N2C(=O)c3ccccc3C2=O)cc1
-7,?,1%,.,Cc1ccc2nc(-c3ccc(N4C(=N)SC5CS(=O)(=O)CC54)cc3)sc2c1 (stereo not given)
0,-5,-7%,.,O=[N+]([O-])c1ccc(COc2ccc(-c3[nH]ncc3-c3ccc(Cl)cc3)c(O)c2)cc1
-6,29,-13%,.,COc1cccc(/C=N/NC(=O)c2[nH]nc3c2CCc2ccccc2-3)c1O
-1,?,0%,-10%,CCOC(=O)CN1C(=O)C(CC)Oc2ccc(Cl)cc21 (stereo not given)
.,-103*,-1%,.,Nc1ncnc(Sc2ccc(Cl)cc2)c1[N+](=O)[O-]

Some of the entries so far, field by field.
COc1cccc(/C=N/NC(=O)c2[nH]nc3c2CCc2ccccc2-3)c1O
  IMPase cell inh = -6
  PNC inhibitor = 29
  ALOX12 inhib = -13%
  15-hLO-2 inh = .

COc1ccc(NC(=O)c2cc3c(Cl)nc4ccccc4c3s2)c(OC)c1
  IMPase cell inh = .
  PNC inhibitor = 15
  ALOX12 inhib = 0%
  15-hLO-2 inh = .

CC1CCc2nc(NC(=O)CCSc3ccccc3)sc2C1 (stereo not given)
  IMPase cell inh = 4
  PNC inhibitor = 23
  ALOX12 inhib = 4%
  15-hLO-2 inh = 0%

(cont.)
IMPase cell inh,PNC inhibitor,ALOX12 inhib,15-hLO-2 inh,mol
5,?,-5%,-6%,O=C(NCc1ccc2[nH]c3c(c2c1)CCCC3)N1CCOCC1
-1,62,1%,-6%,O=C(NCCCN1CCOCC1)c1cc(C(=O)C2CC2)c[nH]1
4,-11,-6%,-9%,CC(=O)Nc1ccc(S(=O)(=O)N2CCSC2c2ccccc2Cl)cc1 (stereo not given)
.,6,-3%,.,C=CCN(CC=C)C(=S)NC(=O)/C=C/c1ccc(C)cc1
6,4,-6%,1%,CN(C)/C=N/c1c(C#N)cnn1-c1ncnc2sc(-c3ccccc3)cc12
4,-12,2%,3%,CCN(CC)S(=O)(=O)c1cc(C(=O)Nc2ccncc2)ccc1Cl
6,2,-12%,-2%,O=C(NCCOc1cccc(Cl)c1Cl)c1cc(-n2cnnc2)ccc1Cl
4,-111*,3%,-2%,COC(=O)c1[nH]c2c(c1C)C(=O)CC(c1ccccc1)C2 (stereo not given)
3,-24,-3%,-1%,Cc1ccc(C)c(OCC(=O)N/N=C/c2c(C)nn(-c3ccccc3)c2Cl)c1
3,?,-3%,-9%,C#CCOc1c(Br)cc(/C=N\NC(=O)CN2CCOCC2)cc1OCC
11,?,-4%,23%,Oc1c(C(c2ccco2)N2CCN(C(c3ccccc3)c3ccccc3)CC2)sc2ncnn12 (stereo not given)
?,42,-1%,0%,CC1(C)CC(=O)C(C(=S)Nc2ccccc2)=C(NCCN2CCOCC2)C1
.,16,1%,.,c1ccc(SCCN2CCc3ccccc3C2)cc1
?,-24,-2%,.,Cc1ccc(NC(=O)c2cccc(N3C(=O)C4C5CCC(C5)C4C3=O)c2)c(C)c1 (stereo not given)
0,?,1%,4%,O=C(CSc1ncnc2c1oc1ccccc12)N1CCCc2ccccc21
1,1,9%,15%,COc1ccc(OC)c(NC(=S)N2CCN(C/C=C/c3ccccc3)CC2)c1
1,12,?,7%,Cc1ccc(-n2nnnc2SC(C)C(=O)Nc2ccc(Cl)cn2)cc1 (stereo not given)
?,-11,-19%,.,O=C(NCc1ccco1)c1sc2cc(Cl)ccc2c1Cl
2,-113*,-3%,2%,CCN(CC)c1ccc(C2C(C(=O)OC(C)C)C(=O)CC(C)(O)C2C(=O)OC(C)C)cc1 (stereo not given)
16,44,-6%,.,COCCN(C(=S)Nc1cccc(OC)c1)C(C)c1cccs1 (stereo not given)
-3,-20,3%,4%,O=C(NCc1cccs1)c1ccc(N2CCCC2=O)cc1
0,26,1%,4%,O=C(CSc1nnc(-c2cccs2)n1-c1ccccc1)NCC1CCCO1 (stereo not given)
0,31,-4%,-6%,Cc1noc(C)c1S(=O)(=O)N1CCC(C(=O)N2CCN(c3ccc(F)cc3)CC2)CC1
?,34,-5%,-19%,COc1ccc(-c2nn(C)c3sc(C(=O)NCc4ccco4)cc23)cc1OC

A few values from the list.
For ALOX12 inhib, `c1ccc(SCCN2CCc3ccccc3C2)cc1` has 1%
For ALOX12 inhib, `Cc1onc(-c2ccccc2Cl)c1C(=O)NC(=S)NCCc1ccccc1` has -15%
For ALOX12 inhib, `COC(C(=O)Nc1ccc(C(C)=O)cc1)c1ccccc1` (stereo not given) has -1%

Following part
IMPase cell inh,PNC inhibitor,ALOX12 inhib,15-hLO-2 inh,mol
4,-15,1%,.,CN(C)CCN(C(=O)c1ccccc1Cl)c1nc2c(Cl)cccc2s1
4,?,-20%,-8%,Cc1ccccc1OCC(=O)Nc1ccc2c(c1)OCO2
7,-10,?,4%,COc1ccc(C(c2c(O)ccc3ccccc23)N2CCOCC2)c(OC)c1 (stereo not given)
1,13,-3%,-2%,O=C(NCCN1CCOCC1)c1cc2sccc2n1Cc1ccc(F)cc1
-5,?,-4%,-1%,O=C(c1ccc(COc2c(F)c(F)c(F)c(F)c2F)o1)N1CCOCC1
.,26,3%,.,O=C(O)CCCNC(=O)c1ccccn1
2,-17,-3%,-6%,O=S(=O)(NC1CCCCC1NS(=O)(=O)c1ccc(F)cc1)c1ccc(F)cc1 (stereo not given)
.,?,-3%,.,CC[C@@H](NS(=O)(=O)c1ccc(C)cc1)C(=O)Oc1ccc2c3c(c(=O)oc2c1)CCC3
5,-27,-17%,0%,N#Cc1ccc(COc2ccc(CCO)cc2-n2nc3ccccc3n2)cc1
-3,-15,-2%,4%,CCn1c2ccccc2c2cc(N=C3SC(CC(=O)Nc4ccccc4OC)C(=O)N3C)ccc21 (stereo not given)
2,1,0%,.,CCOc1cc(CNn2cnnc2)cc(Br)c1OCC(=O)NC1CCCCC1
22,11,3%,.,Cc1c(NC(=O)C(C)OC(=O)c2c3c(nc4ccccc24)CCC3)c(=O)n(-c2ccccc2)n1C (stereo not given)

Filtered by structure, those above containing fluorine.
IMPase cell inh,PNC inhibitor,ALOX12 inhib,15-hLO-2 inh,mol
0,31,-4%,-6%,Cc1noc(C)c1S(=O)(=O)N1CCC(C(=O)N2CCN(c3ccc(F)cc3)CC2)CC1
1,13,-3%,-2%,O=C(NCCN1CCOCC1)c1cc2sccc2n1Cc1ccc(F)cc1
-5,?,-4%,-1%,O=C(c1ccc(COc2c(F)c(F)c(F)c(F)c2F)o1)N1CCOCC1
2,-17,-3%,-6%,O=S(=O)(NC1CCCCC1NS(=O)(=O)c1ccc(F)cc1)c1ccc(F)cc1 (stereo not given)

Compounds above that have a cyano group, in the order listed:
IMPase cell inh,PNC inhibitor,ALOX12 inhib,15-hLO-2 inh,mol
6,4,-6%,1%,CN(C)/C=N/c1c(C#N)cnn1-c1ncnc2sc(-c3ccccc3)cc12
5,-27,-17%,0%,N#Cc1ccc(COc2ccc(CCO)cc2-n2nc3ccccc3n2)cc1

(cont.)
IMPase cell inh,PNC inhibitor,ALOX12 inhib,15-hLO-2 inh,mol
?,282,-3%,.,CCOC(=O)C1(C(C)(C)CC)CC(CSc2nc3ccccc3[nH]2)OC1=O (stereo not given)
-1,?,-2%,-4%,CCOc1ccc(OCCCC(=O)O)cc1
14,-25,0%,2%,O=C(NCc1cccs1)C1CCCN(S(=O)(=O)c2cccs2)C1 (stereo not given)
1,0,11%,32%[activator],OC(COCC1COc2ccccc2O1)CN1CCN(c2ccccc2)CC1 (stereo not given)
-12,?,9%,-4%,CC(=O)Nc1ccc(S(=O)(=O)NC2(C(F)(F)F)NC(=O)N(C3CCCC3)C2=O)cc1 (stereo not given)
3,?,-1%,-6%,O=C1NCCCC1C(=O)N1CCN(C(=O)C2CCCNC2=O)CC1 (stereo not given)
-7,-14,-1%,16%,Nc1ncc(-c2nnnn2-c2ccc(Cl)cc2)c(-c2ccc(Cl)cc2)n1
-4,-8,-11%,6%,COc1ccc(OCCC(=O)OCc2c(C)noc2C)cc1
9,-4,-5%,-1%,CCC(=O)OCc1cc2cccc(C)c2[nH]c1=O
-4,-17,-3%,1%,Clc1ccc2oc(-c3ccccc3)nc2c1
3,-5,0%,0%,Cc1cc(C(=O)N2CCc3ccccc32)n(-c2ccccc2)n1
-7,-100*,-3%,.,O=C(Nc1cccc(O)c1)N1CCOCC1
.,2,-5%,.,Cc1ccc(C)c(S(=O)(=O)Nc2nc(C)c(C(=O)Nc3ccccc3)s2)c1
-17[1.84 µM],12,5%,-13%[11.4 µM],C=CCNC(=O)C1=NOC(CNC(=O)c2c(-c3ccccc3Cl)noc2C)C1 (stereo not given)

Screens as filed in PubChem BioAssay.
